m5-HT2A agonist: activates the mouse 5-HT2A serotonin receptor; P35363; CHO-K1 mHTR2A beta-arrestin complementation, luminescence; percent of 30 µM serotonin response; hit rate 0.66% among 360,000; activation, % at 7.6 µM;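 active = activation above a run cutoff, the mean activation of all tested compounds plus 3 SD, cut at about 14% in these data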;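 also: 0% = plate median of compound wells and 100% = 30 µM serotonin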
Target sequence (P35363 whole entry, looked up): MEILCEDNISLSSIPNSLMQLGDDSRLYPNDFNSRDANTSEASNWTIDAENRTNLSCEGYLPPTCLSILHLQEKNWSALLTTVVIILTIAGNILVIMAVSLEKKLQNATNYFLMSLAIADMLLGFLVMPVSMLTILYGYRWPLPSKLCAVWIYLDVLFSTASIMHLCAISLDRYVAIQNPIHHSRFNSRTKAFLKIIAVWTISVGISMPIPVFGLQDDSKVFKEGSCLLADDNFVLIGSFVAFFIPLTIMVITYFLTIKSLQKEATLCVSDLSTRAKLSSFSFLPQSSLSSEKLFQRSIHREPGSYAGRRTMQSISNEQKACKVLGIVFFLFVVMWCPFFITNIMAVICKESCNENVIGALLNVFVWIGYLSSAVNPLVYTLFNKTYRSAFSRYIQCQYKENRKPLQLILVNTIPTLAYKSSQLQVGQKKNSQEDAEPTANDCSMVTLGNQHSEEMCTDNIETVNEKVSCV
aDG glyco act: increases alpha dystroglycan glycosylation; Pro5-aDG cells, alpha-DG glycosylation AlphaScreen (IIH6); 0% Pro5, 100% B10-LARGE cell signal; activation, % at 10 µM; hit rate 0.22% among 360,000; AID 624168;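 active = activation of at least 8% versus controls, or a plate z-score of at least 8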;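 also: Pro5 are CHO cells carrying HIG-tagged alpha-DG that lacks glycosylation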
MC4R barr agon: human MC4R agonism via beta-arrestin | activation, % at 8.9 µM | hit rate 0.98% among 360,000 | U2OS MC4R beta-arrestin complementation, luminescence; percent of melanotan II response, DMSO zero | P32245;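 active = activation above a per-plate cutoff, the mean activation of sample wells on that plate plus 3 SD, cut at about 8% in these data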
Target sequence (P32245 whole entry, looked up): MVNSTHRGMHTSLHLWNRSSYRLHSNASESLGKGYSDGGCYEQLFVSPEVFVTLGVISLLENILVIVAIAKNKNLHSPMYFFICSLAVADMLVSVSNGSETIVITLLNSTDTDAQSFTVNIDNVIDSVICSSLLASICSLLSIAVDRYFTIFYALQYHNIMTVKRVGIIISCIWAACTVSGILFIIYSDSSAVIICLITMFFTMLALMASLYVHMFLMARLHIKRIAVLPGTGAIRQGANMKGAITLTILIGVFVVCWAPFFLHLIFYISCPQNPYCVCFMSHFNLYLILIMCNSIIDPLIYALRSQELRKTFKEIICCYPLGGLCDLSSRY
Granule exo inh: blocks lytic granule exocytosis. AID 651702. inhibition, % at 10 µM. TALL-104 LAMP-1 surface exposure, flow cytometry; cells stimulated with thapsigargin and PMA. hit rate 0.66% among 360,000;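 active = inhibition above about 55%, limit read from the data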
H9c2 protect: modulators protecting cardiomyocytes from myocardial damage; H9c2 cardiomyocytes, H2O2 injury protection, ATPLite, 2 h; protection from H2O2 cell death, % at 20 µM; hit rate 0.63% among 360,000; AID 588492;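 active = compounds giving at least 50% protection of heart cells from peroxide-induced death in the single-dose screen, raw or plate-pattern-corrected value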;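 also: 0% = DMSO wells with peroxide and 100% = DMSO wells without peroxide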
hiPSC survival: hiPSC single-cell survival enhancement; ATPlite luminescence; 100% = ROCK inhibitor wells, 0% = DMSO; survival enhancement, % at 20 µM; hit rate 0.044% among 360,000; in the data active = survival enhancement above about 18%;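 also: cells exposed to compounds for 16 hours before the ATP read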
N-glyco inh: blocks N-linked glycosylation in D54 reporter cells | D54 ERlucT glycosylation luciferase reporter, 24 h; percent of 100 nM tunicamycin response | reporter increase, % at 12.5 µM | hit rate 0.23% among 360,000;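 active = mean luciferase reporter signal, scaled so untreated is 0 and the glycosylation-blocking control 100, at or above a set limit in every replicate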;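 also: luciferase carries N-glycosylation sites so blocking glycosylation raises the light; 0% = median of neutral control wells and 100% = median of 100 nM tunicamycin wells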
ABHD5 PLIN5 PPI: blocks binding of human ABHD5 to perilipin-5; Q00G26+Q8WTS1; Split G. princeps luciferase complementation, luminescence, 4 h; inhibition, % at 4 µM; hit rate 0.78% among 360,000;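 active = inhibition above the mean inhibition across every tested compound plus 3 SD, cut at about 22% in these data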;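 also: 0% = DMSO only wells and the 100% control is not disclosed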
ABCB6 inh MLPCN: blocks the human ABCB6 transporter; fluorescence ratio to DMSO, % at 10 µM; AID 602162; Q9NP58; hit rate 0.19% among 360,000; K562-ABCB6 porphyrin accumulation, flow cytometry, 1 h; active compounds read low;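 active = fluorescence ratio to DMSO below 75%, the collection mean minus 3 SD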;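 also: signal is porphyrin accumulated inside mitochondria; 100% equals median channel fluorescence of DMSO control wells; lower ratio means ABCB6 inhibition with less porphyrin fluorescence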
MC4R antag cAMP: antagonists of human melanocortin 4 receptor (MC4R); hit rate 0.48% among 360,000; MC4R-expressing cells, MTII-stimulated cAMP, LANCE TR-FRET; P32245; inhibition, % at 6.5 µM;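 active = inhibition above its plate's cutoff, the mean of tested wells on that plate plus 3 SD, cut at about 29% in these data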;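 also: 0% = Melanotan II alone and 100% = Melanotan II plus saturating MCL0020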
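Test system: U2OS cells stably expressing human melanocortin 4 receptor (MC4R); also added: Melanotan II challenge; compound: 6.5 µM single dose; timing: 30-min compound preincubation, 1-h Melanotan II challenge, 1-h detection, room temperature; signal: Eu-cAMP/anti-cAMP TR-FRET, emission 671 nm; repeats: one well per compound, no replicates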
* marks the source's active call; other numbers are inactive results.

Screening O=C(Nc1ccc(C(F)(F)F)cc1)C1CC(=O)N(c2ccc3c(c2)OCCO3)C1 (stereo unspecified) returned m5-HT2A agonist -5.2, aDG glyco act 0.0, MC4R barr agon 0.7, Granule exo inh -0.4, H9c2 protect -19.7, hiPSC survival -0.2, N-glyco inh -1.3, ABHD5 PLIN5 PPI 1.9, ABCB6 inh MLPCN 96.0 and MC4R antag cAMP -2.4.
N#Cc1ccccc1OCC(=O)Nc1cccc(S(=O)(=O)N2CCCC2)c1 was read as m5-HT2A agonist -9.1, aDG glyco act -0.1, MC4R barr agon -0.8, Granule exo inh 3.1, H9c2 protect -1.2, hiPSC survival -0.5, N-glyco inh -1.3, ABHD5 PLIN5 PPI -1.2, ABCB6 inh MLPCN 91.0 and MC4R antag cAMP -4.7.
Screening CC1=C(C(=O)N(C(C)C)C(C)C)CC(CC(=O)NCc2ccco2)C(=O)N1Cc1ccc(C(C)(C)C)cc1 (stereo unspecified) returned m5-HT2A agonist 7.7, aDG glyco act -0.2, Granule exo inh 2.6, H9c2 protect -3.5, hiPSC survival -3.3, N-glyco inh 1.7, ABHD5 PLIN5 PPI 2.6 and ABCB6 inh MLPCN 92.0.
CC(Sc1nnc(-c2ccccc2F)n1C1CC1)C(=O)N1CCCC1 (stereo unspecified) was read as m5-HT2A agonist -6.0, aDG glyco act 0.1, MC4R barr agon -3.1, Granule exo inh 0.0, H9c2 protect -0.6, hiPSC survival 0.8, N-glyco inh 0.9, ABHD5 PLIN5 PPI -9.6, ABCB6 inh MLPCN 100.0 and MC4R antag cAMP -8.4.
O=C(CSc1nnc(-c2ccc(Cl)cc2Cl)n1C1CCCCC1)N1CCCC1 was read as m5-HT2A agonist -2.8, aDG glyco act 0.1, MC4R barr agon -0.2, Granule exo inh -1.1, H9c2 protect -5.2, hiPSC survival 0.6, N-glyco inh 0.8, ABHD5 PLIN5 PPI 2.2, ABCB6 inh MLPCN 100.0 and MC4R antag cAMP 1.2.
O=C(Cc1cccs1)Nc1ccc(Cl)c(S(=O)(=O)N2CCOCC2)c1 was read as m5-HT2A agonist -1.1, aDG glyco act -0.1, MC4R barr agon -4.0, Granule exo inh 4.0, H9c2 protect -4.5, hiPSC survival 0.4, N-glyco inh -2.0, ABHD5 PLIN5 PPI -14.3, ABCB6 inh MLPCN 86.0 and MC4R antag cAMP 3.3.
For CCC(=O)c1ccc(OCC(=O)OCC(=O)c2c(N)n(C)c(=O)n(C)c2=O)cc1 the results were m5-HT2A agonist 3.2, aDG glyco act -0.1, MC4R barr agon -1.9, Granule exo inh -3.5, H9c2 protect 2.7, hiPSC survival 3.6, N-glyco inh -0.1, ABHD5 PLIN5 PPI 0.8, ABCB6 inh MLPCN 99.0 and MC4R antag cAMP 5.3.
Screening C[C@H]1CN([C@@H](C)CO)C(=O)CCCn2nncc2CO[C@@H]1CN(C)Cc1ccccc1C(F)(F)F returned m5-HT2A agonist 10.3, aDG glyco act 0.2, MC4R barr agon 5.0, Granule exo inh 0.6, H9c2 protect 1.2, hiPSC survival -1.8, N-glyco inh 0.8, ABHD5 PLIN5 PPI 7.5, ABCB6 inh MLPCN 98.0 and MC4R antag cAMP 14.3.
COc1cc(/C=C(\C#N)C(=O)c2c(C)[nH]c3ccccc23)cc(OC)c1OC was read as m5-HT2A agonist 2.1, aDG glyco act 0.0, MC4R barr agon 0.9, Granule exo inh 2.3, H9c2 protect 13.6, hiPSC survival -1.3, N-glyco inh 3.5, ABHD5 PLIN5 PPI 0.6, ABCB6 inh MLPCN 103.0 and MC4R antag cAMP -4.8.
Screening COCCSc1nnc(NC(=O)CS(=O)(=O)c2ccccc2)s1 returned m5-HT2A agonist -2.5, aDG glyco act -0.2, MC4R barr agon 1.3, Granule exo inh 0.7, H9c2 protect 0.1, hiPSC survival -0.6, N-glyco inh 3.1, ABHD5 PLIN5 PPI 0.1, ABCB6 inh MLPCN 99.0 and MC4R antag cAMP 15.2.
For COc1cc(OC)c(OC)cc1/C=C/c1cc(C(=O)O)c2ccccc2n1 the results were m5-HT2A agonist -1.7, aDG glyco act 0.0, MC4R barr agon -1.4, Granule exo inh -2.8, H9c2 protect -7.3, hiPSC survival 1.0, N-glyco inh 0.9, ABHD5 PLIN5 PPI 3.7, ABCB6 inh MLPCN 96.0 and MC4R antag cAMP -14.1.
O=S(=O)(N1CCCCCC1)N1CCN(S(=O)(=O)N2CCCCC2)CC1 was read as m5-HT2A agonist -5.2, aDG glyco act 0.3, MC4R barr agon -1.0, Granule exo inh 1.6, H9c2 protect 5.9, hiPSC survival -1.9, N-glyco inh 0.1, ABHD5 PLIN5 PPI -7.6, ABCB6 inh MLPCN 97.0 and MC4R antag cAMP -0.5.
`NNC(=O)c1[nH]c(-c2ccccc2)cc1-c1ccccc1` gave m5-HT2A agonist -5.3, aDG glyco act -0.1, MC4R barr agon 0.0, Granule exo inh -5.0, H9c2 protect 2.2, hiPSC survival -0.4, N-glyco inh -0.3, ABHD5 PLIN5 PPI -2.8, ABCB6 inh MLPCN 100.0 and MC4R antag cAMP -3.5.
For Cc1ccc(-c2csc(SCC(=O)c3c(N)n(C4CC4)c(=O)[nH]c3=O)n2)cc1 the results were m5-HT2A agonist 1.2, aDG glyco act 0.0, MC4R barr agon -1.6, Granule exo inh -0.2, H9c2 protect -1.1, hiPSC survival -0.6, N-glyco inh -2.0, ABHD5 PLIN5 PPI -3.1, ABCB6 inh MLPCN 99.0 and MC4R antag cAMP 9.2.
O=C(CN1CCOCC1)Nc1ccccc1F was read as m5-HT2A agonist -1.7, aDG glyco act 0.0, MC4R barr agon -1.2, Granule exo inh 0.3, H9c2 protect 1.6, hiPSC survival 0.2, N-glyco inh -1.5, ABHD5 PLIN5 PPI -4.9, ABCB6 inh MLPCN 99.0 and MC4R antag cAMP 4.8.
COc1cc(C(=O)Oc2cccc(Nc3ncnc4ccccc34)c2)cc(OC)c1OC was read as m5-HT2A agonist 11.2, aDG glyco act 3.1, MC4R barr agon 3.7, Granule exo inh 16.5, H9c2 protect -17.9, hiPSC survival 1.3, N-glyco inh -1.5, ABHD5 PLIN5 PPI -3.9, ABCB6 inh MLPCN 89.0 and MC4R antag cAMP 5.5.
Screening CCC(C)/C(C)=N/NC(=O)CSc1nc2ccccc2[nH]1 (stereo unspecified) returned m5-HT2A agonist 1.3, aDG glyco act 1.0, MC4R barr agon 2.5, Granule exo inh -2.0, H9c2 protect 7.5, hiPSC survival 1.6, N-glyco inh 0.2, ABHD5 PLIN5 PPI -3.7, ABCB6 inh MLPCN 92.0 and MC4R antag cAMP 7.1.
For O=C1CC(c2ccc3c(c2)OCO3)C2=C(CCCC2=O)N1 (stereo unspecified) the results were m5-HT2A agonist -0.6, aDG glyco act -0.1, MC4R barr agon 1.0, Granule exo inh -1.6, H9c2 protect 9.6, hiPSC survival -3.2, N-glyco inh 0.0, ABHD5 PLIN5 PPI -2.3, ABCB6 inh MLPCN 100.0 and MC4R antag cAMP 15.8.
CCC(C(=O)NCc1ccco1)N(C(=O)CNS(=O)(=O)c1ccccc1)c1ccccc1C (stereo unspecified) was read as m5-HT2A agonist -0.1, aDG glyco act -0.1, MC4R barr agon 2.6, Granule exo inh -1.8, H9c2 protect 0.9, hiPSC survival 0.8, N-glyco inh -1.3, ABHD5 PLIN5 PPI 2.7, ABCB6 inh MLPCN 106.0 and MC4R antag cAMP 19.8.
Screening CC(NC(=O)COC(=O)c1ccccc1Nc1ccccc1)c1ccccc1 (stereo unspecified) returned m5-HT2A agonist -3.7, aDG glyco act 0.2, MC4R barr agon 6.7, Granule exo inh -4.2, H9c2 protect 0.7, hiPSC survival -3.3, N-glyco inh -3.9, ABHD5 PLIN5 PPI -16.9, ABCB6 inh MLPCN 99.0 and MC4R antag cAMP 8.1.
`Cn1cccc1/C=C1\SC(=S)N(NC(=O)c2ccccc2Cl)C1=O` gave m5-HT2A agonist -4.9, aDG glyco act 0.4, MC4R barr agon 0.1, Granule exo inh 2.4, H9c2 protect 4.4, hiPSC survival 2.0, N-glyco inh 2.4, ABHD5 PLIN5 PPI 7.9, ABCB6 inh MLPCN 101.0 and MC4R antag cAMP 7.3.
CC(C)Cn1c(SC(C)C(=O)NC2CC2)nnc1-c1ccccc1F (stereo unspecified) was read as m5-HT2A agonist 5.7, aDG glyco act 0.4, MC4R barr agon -0.2, Granule exo inh -2.8, H9c2 protect -6.3, hiPSC survival -2.5, N-glyco inh -0.8, ABHD5 PLIN5 PPI 0.7, ABCB6 inh MLPCN 95.0 and MC4R antag cAMP 0.1.
`O=C(N/N=C\c1ccco1)Nc1cccc(Cl)c1` gave m5-HT2A agonist -3.6, aDG glyco act 0.7, MC4R barr agon -0.4, Granule exo inh 0.4, H9c2 protect -5.6, hiPSC survival -2.4, N-glyco inh 2.7, ABHD5 PLIN5 PPI 2.0, ABCB6 inh MLPCN 100.0 and MC4R antag cAMP 8.9.
Screening O=S(=O)(c1cccc(Br)c1)N1CCN(c2ncnc3scc(-c4ccccc4)c23)CC1 returned m5-HT2A agonist -3.0, aDG glyco act 0.1, MC4R barr agon -4.1, Granule exo inh -0.5, H9c2 protect 9.6, hiPSC survival -0.2, N-glyco inh -7.6, ABHD5 PLIN5 PPI -10.7, ABCB6 inh MLPCN 97.0 and MC4R antag cAMP 8.0.
For CCn1cc(Cl)c(C(=O)Nc2cccc(C(F)(F)F)c2)n1 the results were m5-HT2A agonist 4.6, aDG glyco act 1.1, MC4R barr agon -1.9, Granule exo inh -10.9, H9c2 protect -8.1, hiPSC survival -0.6, N-glyco inh 2.0, ABHD5 PLIN5 PPI 3.8, ABCB6 inh MLPCN 90.0 and MC4R antag cAMP 1.5.
Screening O=C(NCc1ccc(F)cc1)c1cnn2ccccc12 returned m5-HT2A agonist -3.1, aDG glyco act 0.0, MC4R barr agon -0.7, Granule exo inh -3.7, H9c2 protect -4.3, hiPSC survival -1.9, N-glyco inh -6.0, ABHD5 PLIN5 PPI 1.0, ABCB6 inh MLPCN 101.0 and MC4R antag cAMP 2.7.
`O=C(NCc1ccccc1Cl)c1ccc(CSc2nc3ccncc3[nH]2)cc1` gave m5-HT2A agonist -6.1, aDG glyco act 0.0, MC4R barr agon 0.5, Granule exo inh 4.1, H9c2 protect 5.5, hiPSC survival -0.1, N-glyco inh 0.0, ABHD5 PLIN5 PPI 4.4, ABCB6 inh MLPCN 95.0 and MC4R antag cAMP 15.8.
Screening O=c1cc(CNc2ccc(Br)cc2)nc2sccn12 returned m5-HT2A agonist -3.4, aDG glyco act 0.1, MC4R barr agon -3.5, Granule exo inh -0.1, H9c2 protect 20.4, hiPSC survival 0.8, N-glyco inh -2.6, ABHD5 PLIN5 PPI -5.8, ABCB6 inh MLPCN 96.0 and MC4R antag cAMP -3.3.
